ATXN2 expr inh = inhibitors of ATXN2 expression; HEK-293 ATXN2-luciferase reporter, luminescence, 24 h; Potency, µM (highest dose often 57 µM), without a hit: at the highest dose activity change, negative = inhibition, hits mostly inhibitors; actives 0.72% (n = 360,000); also: potency is read from the fitted curve at half-maximal effect; % is scaled to controls: 0 for no effect and ±100 for the full control effect; nearly all actives have a fitted effect of over 55% in size
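ATXN2-luciferase reporter cells (luciferase flanked by upstream and downstream ATXN2 gene portions) were treated 24 h at 37 °C with compounds at up to 57 uM. SteadyGlo luminescence gave expression; GF-AFC fluorescence gave viability.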
A549 tox = A549 cytotoxicity, counter-screen for Nrf2 inhibitors; A549 ARE-Fluc cells, CellTiter-Fluor viability, 18-24 h; Potency, µM (titrated, usually from 46 µM), for inactives: at the top dose activity change, negative = cytotoxicity, hits mostly inhibitors; actives 0.16% (n = 390,000); also: potency is read from the fitted curve at half-maximal effect; % is scaled to controls: 0 for no effect and ±100 for the full control effect
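A549 ARE-Fluc cells in 5% FBS OPTI-MEM, 5000 cells/well, rested 2 h then exposed to compounds in concentration-response for 18-24 h at 37 °C. Viability by CellTiter-Fluor fluorescence (Ex 405/Em 525) after 30 min; luciferase luminescence (BugLite, 15 min, RT) read afterwards.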
Nrf2 block = inhibitors of Nrf2 signaling. A549 ARE-Fluc reporter, luciferase luminescence, 18-24 h. actives 2.1% (n = 360,000). Potency, µM (titrated, usually from 46 µM), inactives show at the highest dose activity change, negative = inhibition, usual class: inhibitors; also: potency is read from the fitted curve at half-maximal effect; % is scaled to controls: 0 for no effect and ±100 for the full control effect; nearly all actives have a fitted effect of over 60% in size
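Nrf2 function is reported as luminescence of an ARE-controlled luciferase in A549 cells. Compounds were tested at several concentrations, and a CellTiter-Fluor read on the same wells flagged cytotoxicity.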
IL-1B inflam inh = inflammasome signaling inhibition, IL-1 beta readout. THP-1 LPS/ATP IL-1B secretion, AlphaLISA, 16 h; stronger effect = lower value. activity change, % at 57.5 µM. actives 4.7% (n = 360,000). AID 743279; in the data active = activity change below about -50%; inconclusive = mostly about -30% to -49%; also: % is scaled to controls: 0 for no effect and ±100 for the full control effect
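Secreted IL-1B measured by AlphaLISA bead assay after 16 h compound exposure of THP-1 cells; compounds (final up to 57.5 uM) added 1 h before LPS (250 ng/mL) and ATP (1.25 mM) stimulation; lower signal means less secretion.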
ATXN viability = cell viability loss in ATXN counter-screen; Potency, µM (top dose mostly 56.7 µM), actives largely listed as cytotoxic; actives 0.49% (n = 400,000); S2 cells (HEK-293 line with an ATXN2-luciferase reporter) viability, CellTiter-Fluor protease fluorescence, 24 h; AID 651635; also: potency is read from the fitted curve at half-maximal effect; nearly all actives have a fitted effect of over 40% in size
Nrf2 activator = activates Nrf2 signaling; Potency, µM (top dose mostly 46.1 µM), inactives show at the highest dose activation, hits mostly activators; AREc32 ARE-luciferase reporter (MCF7-derived line), luminescence, 24 h; actives 0.31% (n = 410,000); also: potency is read from the fitted curve at half-maximal effect; % of control where 0% means no effect; nearly all actives have a fitted effect of over 65% in size
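Cells of the AREc32 ARE-luciferase line are plated in OPTI-MEM containing 5% FBS and left overnight at 37 deg C. Compounds are pinned in, incubation continues 24 hr, and firefly luciferase signal is then measured.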
HepG2 tox = HepG2 cytotoxicity, counter-screen for TGF-b inhibitors; HepG2 CAGA-GFP viability, ATP luminescence, 18 h; Potency, µM (top dose mostly 46.1 µM), for the others: top-dose activity change, negative = cytotoxicity, hits mostly cytotoxic; actives 0.76% (n = 410,000); AID 588856; also: potency is read from the fitted curve at half-maximal effect; some results filed as inactive show a strong effect at the top dose
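HepG2 CAGA-GFP cells (1000/well, DMEM with 1% FBS) received compound, then TGF-beta at 500 pg/mL final, and were incubated 18 hours at 37 degrees C. Viability was read by CellTiter-Glo luminescence. Media-only wells were set as complete cell-killing and DMSO as no toxicity.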
MCF10A rereplic = inducers of DNA re-replication in MCF 10A breast cells; MCF 10A DNA re-replication, Hoechst nuclear intensity, 48 h; Potency, µM (series often up to 46.1 µM), for the others: at the highest dose activity, positive = re-replication, most hits filed as activators; actives 2.9% (n = 350,000); AID 624296; also: potency is read from the fitted curve at half-maximal effect; % of control where 0% means no effect; nearly all actives have a fitted effect of over 50% in size
TGFb SMAD3 inh = inhibitors of TGF-b signaling; HepG2 CAGA-GFP TGF-b/SMAD3 reporter, GFP fluorescence, 18 h; TGF-beta stimulated, 500 pg/mL final; Potency, µM (highest dose often 46.1 µM), without a hit: top-dose activity, negative = inhibition, actives largely listed as inhibitors; actives 1.2% (n = 410,000); AID 588855; also: potency is read from the fitted curve at half-maximal effect; % is scaled to controls: 0 for no effect and ±100 for the full control effect; nearly all actives have a fitted effect of over 65% in size
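HEPG2 CAGA-GFP reporter cells (1000/well, DMEM with 1% FBS) received compounds, then recombinant TGF-beta at 500 pg/mL final for 18 hours at 37 degrees C. Per-cell GFP summed per well was normalised to unstimulated and stimulated DMSO controls before curve fitting.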
* = called active by the depositor; i = inactive; ? = inconclusive; / = no result given; ! = not confirmed by another sample; [ ] = remark or other dose. Unless noted, calls follow the shape of the dose curve; as a rule, active = well fitted curve in the direction sought with a large enough effect; inconclusive = small, poorly fitted or top-dose-only effect, or another doubt; inactive = no such curve, though single readings can be large; an effect the other way counts as inactive or inconclusive.

compound,ATXN2 expr inh,A549 tox,Nrf2 block,IL-1B inflam inh,ATXN viability,Nrf2 activator,HepG2 tox,MCF10A rereplic,TGFb SMAD3 inh
CCC(Sc1ncccc1Nc1ccccn1)C(=O)O (stereo unspecified),/,-1%,9%,1,i,-0.4%,-16%,0%,-13%
CN(C)c1nc(N/N=C\c2ccc(Cl)c([N+](=O)[O-])c2)nc(Nc2ccc(F)cc2)n1,?,26%[1.84 µM],?,-90*,i,-3.0%,-33%,?,?
COc1cc(C(=O)NC2CCN(Cc3nnnn3Cc3ccc(F)cc3)CC2)cc(OC)c1OC,-26%,-3%,-14%,0,i,-0.9%,7%,?,?
Cc1ccc(Sc2cnc(N)nc2C)cc1,14%,11%,5%,-11,i,0.2%,-79%,17%,-3%
COc1ccc(OC)c(-c2nc(C(=O)NCCCN3CCOCC3)cc3c2[nH]c2ccccc23)c1,7%,0%,2%,-2,i,5.4%,-22%,16%,4%
O=C(CSc1ccccn1)Nc1ccc(NC(=O)CSc2ccccn2)cc1,14%,7%,?,8,i,1.0%,10%,-3%,1%
CCCc1cc(C(=O)Cc2ccccn2)c(O)cc1O,/,-15%,?,29,i,9.1%,-21%,-3%,-5%
O=C(Nc1ccc2nc3n(c(=O)c2c1)CCCC3)c1cccnc1Cl,6%,-11%,-10%,-19,i,-0.7%,-28%,-2%,-19%
O=C(CN1C(=O)c2ccccc2Sc2ncccc21)Nc1cccc(C(F)(F)F)c1,-19%,11%,-27%,/,i,4.8%,-31%,/,-16%
O=C(Nc1ccc(Cl)cc1)Nc1nnc(CSCc2ccccc2Cl)s1,0%,-4%,-7%,11,i,0.3%,6%,123%,?
O=c1c2cccnc2n(-c2ccccc2)n1Cc1c(Cl)cccc1Cl,-14%,10%,-4%,10,i,-0.7%,6%,-3%,-6%
CCOC(=O)c1c(C)[nH]c(-c2csc(N)n2)c1C,-1%,?,2%,42,?,8.0%,0%,16µM*,-28%
CC(C)(C)C(=O)Cn1c(=O)n(-c2ccccc2)c(=O)c2c3c(sc21)CCC3,-2%,-21%,-19%,/,?,-0.7%,-4%,/,-12%
O=C(O)C(Cc1c[nH]c2ccccc12)NS(=O)(=O)c1ccc2ccccc2c1 (stereo unspecified),/,-1%,0%,17,i,3.2%,14%,0%,1%
Cc1ccc(CNC(=O)c2ccc(CS(=O)(=O)Cc3ccc(C)cc3)o2)cc1,/,-2%,/,/,/,-1.0%,-31%,/,-25%
O=C(O)c1ccc(N/N=C/c2ccc(-c3ccccc3)cc2)cc1,66%[activator][11.3 µM],?,?,-17,i,-0.5%,-12%,1.3µM*,-11%
CN1CCN(c2ccc(NC(=S)NC(=O)/C=C/c3ccco3)cc2)CC1,1%,-16%,?,-96*,?,18%,-24%,?,-4%
O=C(Cc1ccc(NC(=O)C2CCCN(C(=O)C3CCC3)C2)cc1)Nc1cccc(C(=O)N2CCCC2)c1 (stereo unspecified),1%,0%,8%,28,i,3.9%,0%,-6%,6%
C=CCNC(=O)/C(C#N)=C/c1c(C)nn(-c2ccc(Cl)cc2)c1Cl,/,13%,10%,-57*,i,?,-43%,?,-13%
Cc1ccc(C(=O)C=Cc2cccc(C)c2)cc1,16%,1%,?,-24,i,?,-9%,18µM*,-21%
O=C(O)C(Cc1c[nH]c2ccccc12)NS(=O)(=O)c1cccc2nsnc12 (stereo unspecified),1%,-2%,2%,24,i,-0.5%,-1%,2%,-4%
CCCc1cc(=O)[nH]c(N2CCN(Cc3ccc4c(c3)OCO4)CC2)n1,0%,8%,9%,-1,i,-0.3%,2%,-1%,6%
CCOC(=O)C1C(=O)C=C(c2ccc(NS(C)(=O)=O)cc2)CC1c1ccco1 (stereo unspecified),-14%,?,-10%,11,/,-1.0%,-12%,-10%,0%
Cc1c(S(=O)(=O)c2ccccn2)c(N)n(Cc2cccc(Cl)c2)c1C,/,0%,0%,-14,i,0.8%,-30%,1%,-18%
COC(=O)C(NNc1ccccc1)(NC(=O)c1cccc(F)c1)C(F)(F)F (stereo unspecified),2%,0%,?,10,i,-0.7%,-11%,12%,7%
CCCCn1c(=O)c(-[n+]2ccccc2)c([O-])c2ccccc21,10%,-1%,/,18,i,-1.1%,0%,3%,?
COc1ccc(-c2cc(C(C)=O)c(C)n2CCC(=O)Nc2ccc(C)cc2Cl)cc1,/,6%,/,/,/,7.1%,-10%,/,-16%
C=CCNC(=S)/N=c1/scc(C)n1C,29%,-1%,9%,9,i,-0.5%,-15%,?,-23%
CC(=O)N(C)C1=C(O)c2ccccc2C(=O)C1=O,0%,-24%,-19%,25,i,-0.2%,-3%,12%,5%
CCC(C)c1ccccc1NC(=O)c1cc(C)no1 (stereo unspecified),-1%,8%,8%,-6,i,0.0%,0%,13%,1%
CC(C)CNc1ncnc2c1ncn2[C@H]1CN(Cc2ccc(C(=O)O)cc2)C[C@@H](CO)O1,1%,/,/,-1,i,0.1%,0%,/,-6%
O=C1Nc2ccccc2N(O)N1c1cc(-c2ccccc2Cl)no1,-22%,-6%,?,0,i,-0.3%,7%,-1%,7%
CC(C)c1ccc(NC(=S)NCCc2c[nH]c3ccccc23)cc1,1%,?,?,-53*,i,0.0%,-20%,15µM*,?
CCCOc1ccc(/C=N/Nc2cc(N3CCOCC3)ncn2)c(O)c1,/,-3%,-18%,103,i,5.8%,-21%,15%,-17%
CCc1ccc(-c2cn3c(n2)sc2cc(C(=O)NC4CCCCCC4)ccc23)cc1,/,5%,-7%,/,/,0.8%,-4%,/,-15%
O=C(c1cc2ccccc2o1)N1CCN(c2cccc(C(F)(F)F)c2)CC1,-7%,11%,4%,i,?,0.2%,-1%,-1%,23%
Cc1csc2nc(O)c(C(=O)NCc3ccc4c(c3)OCO4)c(=O)n12,-5%,3%,-3%,0,i,-0.3%,-12%,10%,-5%
O=C(Nc1cccc2nsnc12)c1cccnc1,-5%,1%,-6%,2,i,9.9%,-33%,1%,0%
COc1ccc(NC(=O)c2cccc(NC(=O)c3ccccc3)c2)c(OC)c1,-15%,-7%,?,-5,i,-0.2%,0%,?,35%[activator]
COc1ccccc1CNC(=O)COc1cc2c(c3oc(=O)cc(C)c13)CCC(C)(C)O2,?,-9%,?,-61*,?,3.6%,-14%,?,-17%
CN(C(=O)CC1C(=O)NCCN1Cc1ccc(F)c(F)c1)C1CCCCC1 (stereo unspecified),-6%,1%,4%,-5,i,0.5%,-5%,12%,18%
CCn1cc(/C=N\NC(=O)c2ccc3c(c2)c(C)c(C)n3Cc2ccccc2)c(C)n1,-16%,-4%,-13%,-13,i,0.5%,-7%,17%,-8%
COc1ccc(NC(=O)N2CCN(C(=O)C3CCCO3)CC2)cc1 (stereo unspecified),7%,-2%,19%,4,i,2.8%,-13%,0%,-5%
CCSc1ncc(Cl)c(C(=O)Nc2ccccc2C)n1,-7%,1%,9%,3,i,?,-3%,2%,3%
Cc1ccc(NC2c3ncccc3C(=O)N2Cc2ccc(F)cc2)cc1 (stereo unspecified),2%,-3%,/,-3,i,-0.4%,-2%,-1%,-18%
O=c1c2oc3ccccc3c2[nH]c(=S)n1-c1ccccc1,-11%,0%,16%,27,?,7.0%,1%,15%,-6%
O=c1[nH]c(=O)n([C@H]2C[C@H](O)[C@@H](CO)O2)cc1C(F)(F)F,2µM*!,-2%,?,65,i,-0.1%,-13%,9%,-6%
S=C1Nc2ccccc2CS1,/,/,/,15,i,2.9%,-24%,/,4%
Cc1cccc(OCc2n[nH]c(=S)n2C2CCCCC2)c1,-18%,-7%,-12%,21,i,-0.5%,-39%,-13%,-28%

Among those listed so far, these contain an NH in an aromatic ring.
compound,ATXN2 expr inh,A549 tox,Nrf2 block,IL-1B inflam inh,ATXN viability,Nrf2 activator,HepG2 tox,MCF10A rereplic,TGFb SMAD3 inh
COc1ccc(OC)c(-c2nc(C(=O)NCCCN3CCOCC3)cc3c2[nH]c2ccccc23)c1,7%,0%,2%,-2,i,5.4%,-22%,16%,4%
CCOC(=O)c1c(C)[nH]c(-c2csc(N)n2)c1C,-1%,?,2%,42,?,8.0%,0%,16µM*,-28%
O=C(O)C(Cc1c[nH]c2ccccc12)NS(=O)(=O)c1ccc2ccccc2c1 (stereo unspecified),/,-1%,0%,17,i,3.2%,14%,0%,1%
O=C(O)C(Cc1c[nH]c2ccccc12)NS(=O)(=O)c1cccc2nsnc12 (stereo unspecified),1%,-2%,2%,24,i,-0.5%,-1%,2%,-4%
CCCc1cc(=O)[nH]c(N2CCN(Cc3ccc4c(c3)OCO4)CC2)n1,0%,8%,9%,-1,i,-0.3%,2%,-1%,6%
CC(C)c1ccc(NC(=S)NCCc2c[nH]c3ccccc23)cc1,1%,?,?,-53*,i,0.0%,-20%,15µM*,?
O=c1c2oc3ccccc3c2[nH]c(=S)n1-c1ccccc1,-11%,0%,16%,27,?,7.0%,1%,15%,-6%
O=c1[nH]c(=O)n([C@H]2C[C@H](O)[C@@H](CO)O2)cc1C(F)(F)F,2µM*!,-2%,?,65,i,-0.1%,-13%,9%,-6%
Cc1cccc(OCc2n[nH]c(=S)n2C2CCCCC2)c1,-18%,-7%,-12%,21,i,-0.5%,-39%,-13%,-28%
